Source: PubChem BioAssay (several laboratories)
PrPC TRFRET: reduces human prion protein on the cell surface | cell surface PrPC, TR-FRET read-out | P04156 | inhibition, % at 13.8 µM | 370,000 compounds, 0.43% hits; in the data active means inhibition above about 24%; further: 0% = median of the test wells and 100% = reference compound wells
CCHF vOTU inh: CCHFV vOTU protease inhibition; Pep-AMC fluorescence; 370,000 compounds, 0.55% hits; inhibition, % at 11.5 µM; in the data active means inhibition above about 30%; further: 0% = vehicle wells with enzyme and 100% = no enzyme wells
VHR inh abs: inhibitors of human VHR1 phosphatase (DUSP3); P51452; recombinant VHR phosphatase, pNPP absorbance; inhibition, % at 13.3 µM; 290,000 compounds, 0.52% hits; AID 1654; in the data active means inhibition above about 50%; further: some compounds called inactive have numbers as strong as hits
Target sequence (P51452 whole entry, looked up): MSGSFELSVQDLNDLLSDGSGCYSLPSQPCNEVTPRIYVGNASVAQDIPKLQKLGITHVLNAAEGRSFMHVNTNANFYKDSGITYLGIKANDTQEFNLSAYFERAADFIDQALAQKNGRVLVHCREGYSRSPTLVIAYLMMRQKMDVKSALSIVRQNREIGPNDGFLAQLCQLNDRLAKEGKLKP
MazEF act: increases E. coli MazEF RNase cleavage of RNA; P0AE70; FAM/BHQ RNA-DNA oligo cleavage fluorescence, 5 h; activation, % at 20 µM; 350,000 compounds, 0.32% hits; in the data active means activation above about 50%
Target sequence (P0AE70 whole entry, looked up): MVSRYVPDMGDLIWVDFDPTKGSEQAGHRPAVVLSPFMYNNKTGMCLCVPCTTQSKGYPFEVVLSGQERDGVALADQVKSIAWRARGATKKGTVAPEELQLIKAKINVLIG
SSB-PriA inh: blocks PriA binding to SSB C-terminal tail; AID 1272365; inhibition, % at 33 µM; 430,000 compounds, 0.6% hits; AlphaScreen SSBct-PriA binding, biotinylated peptide; in the data active means inhibition mostly above about 37%, no sharp cut-off; inactive means mostly below about 20%;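 further: plate controls were negative control peptide for no effect and reference peptide for full effect; strong numbers were not always called active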
Anthrax LF prot: anthrax lethal factor protease inhibition | inhibition, % at 10 µM | AID 588501 | multiplex microsphere protease cleavage assay, LF | P15917 | 360,000 compounds, 0.12% hits; further: plate controls were buffer without enzyme for full effect and enzyme alone for no effect
SARS 3CLpro inh: SARS-CoV 3CLpro protease inhibition; P0C6X7; recombinant SARS-CoV 3CLpro, quenched FRET peptide cleavage; inhibition, % at 6 µM; 290,000 compounds, 0.14% hits; AID 1706; in the data active means inhibition above about 12%
Rv3671c inh: inhibits the M. tuberculosis serine protease Rv3671c; P9WHR9; inhibition, % at 5.96 µM; 320,000 compounds, 0.048% hits; AID 2606; in the data active means inhibition above about 38%;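 further: extracellular domain of Rv3671c used as enzyme; 0% = enzyme with DMSO and 100% = no enzyme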
Target sequence (P9WHR9 whole entry, looked up, the tested form may be a part): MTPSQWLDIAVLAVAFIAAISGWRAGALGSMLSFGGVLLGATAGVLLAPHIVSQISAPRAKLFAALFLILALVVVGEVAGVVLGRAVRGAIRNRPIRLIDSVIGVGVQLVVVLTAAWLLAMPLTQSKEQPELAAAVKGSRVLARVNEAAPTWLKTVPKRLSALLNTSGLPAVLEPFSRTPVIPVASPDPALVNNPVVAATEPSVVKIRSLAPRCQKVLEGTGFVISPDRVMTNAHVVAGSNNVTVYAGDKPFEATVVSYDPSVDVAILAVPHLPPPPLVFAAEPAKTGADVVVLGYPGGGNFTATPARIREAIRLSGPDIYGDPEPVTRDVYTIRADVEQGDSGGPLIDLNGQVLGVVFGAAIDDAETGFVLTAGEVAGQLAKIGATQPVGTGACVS
BoNT-F LC inh: BoNT F light chain protease inhibition; inhibition, % at 10 µM; 360,000 compounds, 0.22% hits; AID 588497; Multiplex microsphere protease cleavage assay, flow cytometry; in the data active means inhibition above about 35%, passing the limit was not always enough; inconclusive means no clear call, values can overlap the other calls; further: plate controls were buffer without enzyme for full effect and enzyme alone for no effect
BoNT-A LC inh2: BoNT A light chain protease inhibition; multiplex microsphere protease substrate cleavage, flow cytometry; AID 588499; 360,000 compounds, 0.17% hits; inhibition, % at 10 µM; further: plate controls were buffer without enzyme for full effect and enzyme alone for no effect
Starred values were filed as active, the others as inactive. Unless noted, no stated cut-off is given here; in the data, active means inhibition above about 30%; inconclusive means no clear call, values can overlap the other calls; inactive means below that.

O=C(Nc1cccc([N+](=O)[O-])c1)c1ccc2nsnc2c1 was read as PrPC TRFRET -16.4, CCHF vOTU inh -4.2, VHR inh abs 30.2, MazEF act 1.3, SSB-PriA inh 11.4, Anthrax LF prot -0.8, SARS 3CLpro inh -0.2, Rv3671c inh -5.9, BoNT-F LC inh -8.3 and BoNT-A LC inh2 -3.0.
For O=C(Nc1nnc(CCN2CCOCC2)s1)c1ccccc1 the results were PrPC TRFRET 12.6, CCHF vOTU inh 10.7, VHR inh abs 42.9, MazEF act -7.2, SSB-PriA inh -4.9, Anthrax LF prot -15.6, SARS 3CLpro inh -2.1, Rv3671c inh -6.9, BoNT-F LC inh -6.0 and BoNT-A LC inh2 -1.0.
CCOC(=O)c1c(C)nc2ccccc2c1C was read as PrPC TRFRET -8.9, CCHF vOTU inh -3.2, VHR inh abs 27.1, MazEF act 7.7, SSB-PriA inh -7.1, Anthrax LF prot -6.7, SARS 3CLpro inh -3.2, Rv3671c inh -3.7, BoNT-F LC inh -8.8 and BoNT-A LC inh2 -0.5.
For O=C(O)C1CCCN1S(=O)(=O)c1ccc2ccccc2c1 (centres undefined) the results were PrPC TRFRET 3.5, CCHF vOTU inh 1.1, VHR inh abs -4.4, MazEF act -5.7, SSB-PriA inh -6.9, Anthrax LF prot 0.5, SARS 3CLpro inh 0.1, Rv3671c inh 1.5, BoNT-F LC inh -9.0 and BoNT-A LC inh2 -0.6.
COc1ccc2[nH]c(C(=O)N3CCC(n4nccc4NC(=O)C4CC4)CC3)c(C)c2c1 was read as PrPC TRFRET -9.2, CCHF vOTU inh 16.0, VHR inh abs 16.6, MazEF act 8.7, SSB-PriA inh 1.5, Anthrax LF prot -0.8, SARS 3CLpro inh 0.4, Rv3671c inh -8.8, BoNT-F LC inh -2.6 and BoNT-A LC inh2 -0.3.
Screening COCCCNc1nc2ccccc2nc1NS(=O)(=O)c1cccc(C)c1 returned PrPC TRFRET 3.4, CCHF vOTU inh 6.0, VHR inh abs 23.6, MazEF act 4.5, SSB-PriA inh -8.3, Anthrax LF prot -6.8, SARS 3CLpro inh 2.3, Rv3671c inh 1.8, BoNT-F LC inh 2.1 and BoNT-A LC inh2 1.5.
`CCN(CC)c1ccc(CNc2ccc(Br)cn2)cc1` gave PrPC TRFRET 2.4, CCHF vOTU inh 4.2, VHR inh abs -5.1, MazEF act 1.0, SSB-PriA inh 10.1, Anthrax LF prot -3.0, SARS 3CLpro inh 1.3, Rv3671c inh 5.5, BoNT-F LC inh -1.3 and BoNT-A LC inh2 -0.3.
`CCCc1nnc(NS(=O)(=O)c2ccccc2)s1` gave PrPC TRFRET -4.5, CCHF vOTU inh -5.5, VHR inh abs 20.5, MazEF act -4.8, SSB-PriA inh -9.7, Anthrax LF prot -4.1, SARS 3CLpro inh -1.2, Rv3671c inh -2.1, BoNT-F LC inh 15.2 and BoNT-A LC inh2 1.7.
Screening CCOC(=O)c1cccc(C(=O)OCC)n1 returned PrPC TRFRET 0.3, CCHF vOTU inh -3.8, VHR inh abs 18.6, MazEF act 8.8, SSB-PriA inh -12.5, Anthrax LF prot -1.1, SARS 3CLpro inh -0.4, Rv3671c inh -0.2, BoNT-F LC inh -17.5 and BoNT-A LC inh2 0.6.
`CCc1nc(N)nc(N)c1-c1ccc(Cl)c([N+](=O)[O-])c1` gave PrPC TRFRET -5.7, CCHF vOTU inh 15.4, MazEF act 8.0, SSB-PriA inh -9.8, Anthrax LF prot -4.3, BoNT-F LC inh 0.6 and BoNT-A LC inh2 0.0.

Random excerpt: 2 records from the list.
Screening CCOC(=O)c1cccc(C(=O)OCC)n1 returned PrPC TRFRET 0.3, CCHF vOTU inh -3.8, VHR inh abs 18.6, MazEF act 8.8, SSB-PriA inh -12.5, Anthrax LF prot -1.1, SARS 3CLpro inh -0.4, Rv3671c inh -0.2, BoNT-F LC inh -17.5 and BoNT-A LC inh2 0.6.
For O=C(Nc1nnc(CCN2CCOCC2)s1)c1ccccc1 the results were PrPC TRFRET 12.6, CCHF vOTU inh 10.7, VHR inh abs 42.9, MazEF act -7.2, SSB-PriA inh -4.9, Anthrax LF prot -15.6, SARS 3CLpro inh -2.1, Rv3671c inh -6.9, BoNT-F LC inh -6.0 and BoNT-A LC inh2 -1.0.

Next section
`CCOC(=O)c1c(O)c2cc(Cl)ccc2n(CC)c1=O` gave PrPC TRFRET -1.3, CCHF vOTU inh -8.5, VHR inh abs -29.0, MazEF act 3.5, SSB-PriA inh -5.0, Anthrax LF prot -3.3, SARS 3CLpro inh -6.6, Rv3671c inh -1.9, BoNT-F LC inh -3.0 and BoNT-A LC inh2 0.2.
`CS(=O)(=O)N1CCc2cc(C(=O)N3CCCC3)ccc21` gave PrPC TRFRET -3.1, CCHF vOTU inh 6.6, VHR inh abs 9.3, MazEF act 1.9, SSB-PriA inh -5.3, Anthrax LF prot -4.3, SARS 3CLpro inh 1.4, Rv3671c inh -2.2, BoNT-F LC inh -2.9 and BoNT-A LC inh2 -0.6.
`COC(=O)C1=C(c2ccc(-c3ccccc3)c(F)c2)C[C@@H]2CC[C@H]1N2C(=O)NCc1ccco1` gave PrPC TRFRET 8.6, CCHF vOTU inh 1.8, MazEF act -2.3, SSB-PriA inh 15.2, Anthrax LF prot 8.4, Rv3671c inh -5.1, BoNT-F LC inh -0.4 and BoNT-A LC inh2 0.3.
For O=C(Nc1ncc2c(n1)-c1ccccc1CC2)c1ccccc1 the results were PrPC TRFRET -2.1, CCHF vOTU inh 9.0, VHR inh abs 22.8, MazEF act -0.9, SSB-PriA inh -0.3, Anthrax LF prot 1.3, SARS 3CLpro inh -1.2, Rv3671c inh 1.1, BoNT-F LC inh -1.7 and BoNT-A LC inh2 1.3.
`Cc1cc(C(=O)N/N=C/c2ccc(N(C)C)o2)cs1` gave PrPC TRFRET 4.5, CCHF vOTU inh 20.0, VHR inh abs 6.5, MazEF act -2.8, Anthrax LF prot 1.9, SARS 3CLpro inh 1.3, Rv3671c inh -7.9, BoNT-F LC inh 0.7 and BoNT-A LC inh2 0.3.
For O=C(Cc1ccccc1)NCC(=O)Nc1cccc(Br)c1 the results were PrPC TRFRET -0.9, CCHF vOTU inh -14.1, VHR inh abs -9.8, MazEF act 2.6, SSB-PriA inh -17.3, Anthrax LF prot -3.7, SARS 3CLpro inh -3.9, Rv3671c inh -1.2, BoNT-F LC inh 0.4 and BoNT-A LC inh2 -0.1.
O=c1[nH]cccc1-c1nc2ccccc2n1Cc1ccc(F)cc1 was read as PrPC TRFRET 1.1, CCHF vOTU inh -91.1, VHR inh abs 1.0, MazEF act 1.9, SSB-PriA inh -1.3, Anthrax LF prot 1.3, SARS 3CLpro inh 2.2, Rv3671c inh -4.2, BoNT-F LC inh -4.3 and BoNT-A LC inh2 -0.9.
Screening CC1O[C@@H]2O[C@](O[C@H](C)CC[C@@H](C)O)(c3ccccc3)O[C@@H]2C[C@H]1O (some centres undefined) returned PrPC TRFRET -3.8, CCHF vOTU inh 4.2, MazEF act -0.1, SSB-PriA inh -13.9, Anthrax LF prot 3.1, Rv3671c inh -2.1, BoNT-F LC inh -4.2 and BoNT-A LC inh2 0.1.
Screening CC(=O)Nc1ccc(Nc2c3ccccc3nc3ccccc23)cc1 returned PrPC TRFRET -22.6, CCHF vOTU inh 5.8, VHR inh abs 24.3, MazEF act 5.1, SSB-PriA inh 0.8, Anthrax LF prot 0.2, SARS 3CLpro inh -2.0, Rv3671c inh -1.0, BoNT-F LC inh 3.8 and BoNT-A LC inh2 0.1.
Screening COc1cccc(CNC(=O)CN(C)S(=O)(=O)c2ccc3c(c2)CC(C)N3C(C)=O)c1 (centres undefined) returned PrPC TRFRET 3.0, CCHF vOTU inh -9.7, VHR inh abs 29.8, MazEF act 2.9, SSB-PriA inh -3.4, Anthrax LF prot 0.6, SARS 3CLpro inh -8.9, Rv3671c inh 12.2, BoNT-F LC inh -0.9 and BoNT-A LC inh2 -0.1.
Screening CC(C)CN(C(=O)C1=NN(c2ccccc2)C(=O)CC1)c1c(N)n(Cc2ccccc2)c(=O)[nH]c1=O returned PrPC TRFRET 3.3, CCHF vOTU inh 10.6, MazEF act 3.8, SSB-PriA inh -13.6, Anthrax LF prot -3.3, Rv3671c inh 3.1, BoNT-F LC inh -4.7 and BoNT-A LC inh2 -1.2.
`CCN(CC)CC(=O)Nc1cccc2c1C(=O)c1ccccc1C2=O` gave PrPC TRFRET -14.2, CCHF vOTU inh 2.3, VHR inh abs 22.7, MazEF act 11.7, SSB-PriA inh 35.0, Anthrax LF prot 0.9, SARS 3CLpro inh 1.9, Rv3671c inh -7.0, BoNT-F LC inh -5.8 and BoNT-A LC inh2 1.1.
`COc1ccccc1-c1noc(CCC(=O)Nc2cccnc2)n1` gave PrPC TRFRET -0.3, CCHF vOTU inh 4.9, MazEF act 4.1, Anthrax LF prot -3.9, BoNT-F LC inh 9.0 and BoNT-A LC inh2 0.9.
Screening COC(=O)COn1c(SC(C)C)nc2ccccc2c1=O returned PrPC TRFRET -1.5, CCHF vOTU inh -4.7, VHR inh abs 14.6, MazEF act -1.7, SSB-PriA inh -11.7, Anthrax LF prot -9.2, SARS 3CLpro inh -2.1, Rv3671c inh -4.4, BoNT-F LC inh 4.1 and BoNT-A LC inh2 -0.6.
`O=C(COC(=O)c1cc(=O)c2ccccc2o1)NCc1ccc(Cl)cc1` gave PrPC TRFRET 0.6, CCHF vOTU inh 11.9, MazEF act 2.2, Anthrax LF prot -0.4, BoNT-F LC inh 2.7 and BoNT-A LC inh2 -0.4.
`CCN(CC)CCN(C)C(c1cc2ccccc2o1)c1nnnn1C(C)(C)C` (centres undefined) gave PrPC TRFRET -6.4, CCHF vOTU inh -9.4, Anthrax LF prot 2.9, BoNT-F LC inh -2.2 and BoNT-A LC inh2 -0.1.
`COc1ccc(Cc2nnc(SCC(=O)NCCc3ccccc3)o2)cc1` gave PrPC TRFRET -3.0, CCHF vOTU inh -2.4, VHR inh abs 23.2, MazEF act 0.9, SSB-PriA inh -6.1, Anthrax LF prot -0.9, SARS 3CLpro inh 4.1, Rv3671c inh 5.7, BoNT-F LC inh -7.3 and BoNT-A LC inh2 inconclusive.
Screening C[C@H]1CN([C@@H](C)CO)S(=O)(=O)c2ccc(Br)cc2O[C@H]1CN(C)C(=O)CCN1CCCCC1 returned PrPC TRFRET 3.1, CCHF vOTU inh -8.8, MazEF act 10.7, Anthrax LF prot -7.3, BoNT-F LC inh -3.9 and BoNT-A LC inh2 -0.7.
Screening O=C1c2ccccc2C(=O)C1C1=Nc2ccccc2NC(c2ccccc2)C1 (centres undefined) returned PrPC TRFRET 2.9, CCHF vOTU inh -7.8, VHR inh abs 30.5, SARS 3CLpro inh 3.1 and Rv3671c inh 0.7.
`O=C(CC1SCCNC1=O)Nc1ccc(Cl)cc1` (centres undefined) gave PrPC TRFRET 7.0, CCHF vOTU inh -18.6, VHR inh abs 18.6, MazEF act 5.8, SSB-PriA inh -1.6, Anthrax LF prot -4.0, SARS 3CLpro inh -1.4, Rv3671c inh 8.2, BoNT-F LC inh 2.6 and BoNT-A LC inh2 -1.0.
For CCOc1ccc(C(=O)N(C)C2CCS(=O)(=O)C2)cc1 (centres undefined) the results were PrPC TRFRET -0.2, CCHF vOTU inh 5.7, VHR inh abs -8.7, MazEF act -3.6, SSB-PriA inh -21.0, Anthrax LF prot 0.8, SARS 3CLpro inh -0.3, Rv3671c inh 1.0, BoNT-F LC inh 11.9 and BoNT-A LC inh2 1.4.
`CCN(CCn1cccn1)Cc1nc(-c2ccccc2)no1` gave PrPC TRFRET -0.6, CCHF vOTU inh -21.8, VHR inh abs -21.1, MazEF act 10.9, SSB-PriA inh -15.6, Anthrax LF prot -1.7, SARS 3CLpro inh -0.3, Rv3671c inh -2.5, BoNT-F LC inh -0.6 and BoNT-A LC inh2 0.3.
Screening CC1=C(C(=O)OC2CCCCC2)C(c2cccs2)n2c(nc3ccccc32)N1 (centres undefined) returned PrPC TRFRET -1.7, CCHF vOTU inh -9.5, VHR inh abs -11.3, MazEF act -1.1, SSB-PriA inh 12.8, Anthrax LF prot 0.7, SARS 3CLpro inh -9.8, Rv3671c inh -2.2, BoNT-F LC inh -5.3 and BoNT-A LC inh2 0.0.

Some of the compounds tested, so the mix of outcomes need not match the whole.
